From PubChem BioAssay
CF NFkB block: cystic fibrosis NF-kB activation inhibition | inhibition, % at 5 µM | KKLEB NF-kB-GFP reporter, PAF-induced, GFP fluorescence overnight | hit rate 0.86% among 360,000;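 active = at least 50% inhibition at 5 µM, scaled per plate between neutral and stimulator controls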;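 note: PAF is a Pseudomonas aeruginosa culture filtrate used as stimulus; plate controls were PAF-stimulated DMSO wells for no effect and unstimulated DMSO wells for full effect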
SRC1 inh: inhibits human SRC1 coactivator; inhibition, % at 3.6 µM; Q15788; HEK293 GAL4-SRC1 luciferase reporter, luminescence; hit rate 0.12% among 360,000;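 active = inhibition above the campaign mean plus 3 SD, with each screening campaign given its own cutoff, cut at about 60% in these data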;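 note: 0% = DMSO treated cells and 100% = gossypol at 36 µM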
C8 TRAIL sens: sensitizes caspase-8 expressing cells to TRAIL; NB7+C8 cells + TRAIL, ATPlite viability luminescence; inhibition (viability loss, TRAIL sensitization), % at 10 µM; hit rate 1% among 360,000;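 active = compounds causing at least 50% loss of cell viability in the single-dose screen, relative to plate controls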
COUP-TFII inh: inhibitors of human COUP-TFII (NR2F2); P24468; HEK293T NGFI-A luciferase reporter, luminescence; inhibition, % at 8.6 µM; hit rate 0.7% among 370,000;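 active = inhibition above a per-plate cutoff, mean inhibition of test wells between control levels plus 3 SD, cut at about 38% in these data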;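 note: cells cotransfected with COUP-TFII expression vector driving the NGFI-A reporter; 0% = median of COUP-TF2 test wells and 100% = reporter-only cells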
SRC3 inh: inhibitors of human steroid receptor coactivator 3 (SRC3); Q9Y6Q9; HEK293 GAL4-SRC3 luciferase reporter, luminescence; inhibition, % at 3.6 µM; hit rate 0.17% among 360,000; AID 588352;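 active = inhibition above a per-campaign cutoff, the mean of all compounds plus 3 SD, cut at about 60% in these data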;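 note: 0% = DMSO-treated cells and 100% = gossypol-treated cells at 36 µM; higher means less SRC3-driven luciferase light from the GAL4 reporter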
Target sequence (Q9Y6Q9 whole entry, looked up, the tested form may be a part): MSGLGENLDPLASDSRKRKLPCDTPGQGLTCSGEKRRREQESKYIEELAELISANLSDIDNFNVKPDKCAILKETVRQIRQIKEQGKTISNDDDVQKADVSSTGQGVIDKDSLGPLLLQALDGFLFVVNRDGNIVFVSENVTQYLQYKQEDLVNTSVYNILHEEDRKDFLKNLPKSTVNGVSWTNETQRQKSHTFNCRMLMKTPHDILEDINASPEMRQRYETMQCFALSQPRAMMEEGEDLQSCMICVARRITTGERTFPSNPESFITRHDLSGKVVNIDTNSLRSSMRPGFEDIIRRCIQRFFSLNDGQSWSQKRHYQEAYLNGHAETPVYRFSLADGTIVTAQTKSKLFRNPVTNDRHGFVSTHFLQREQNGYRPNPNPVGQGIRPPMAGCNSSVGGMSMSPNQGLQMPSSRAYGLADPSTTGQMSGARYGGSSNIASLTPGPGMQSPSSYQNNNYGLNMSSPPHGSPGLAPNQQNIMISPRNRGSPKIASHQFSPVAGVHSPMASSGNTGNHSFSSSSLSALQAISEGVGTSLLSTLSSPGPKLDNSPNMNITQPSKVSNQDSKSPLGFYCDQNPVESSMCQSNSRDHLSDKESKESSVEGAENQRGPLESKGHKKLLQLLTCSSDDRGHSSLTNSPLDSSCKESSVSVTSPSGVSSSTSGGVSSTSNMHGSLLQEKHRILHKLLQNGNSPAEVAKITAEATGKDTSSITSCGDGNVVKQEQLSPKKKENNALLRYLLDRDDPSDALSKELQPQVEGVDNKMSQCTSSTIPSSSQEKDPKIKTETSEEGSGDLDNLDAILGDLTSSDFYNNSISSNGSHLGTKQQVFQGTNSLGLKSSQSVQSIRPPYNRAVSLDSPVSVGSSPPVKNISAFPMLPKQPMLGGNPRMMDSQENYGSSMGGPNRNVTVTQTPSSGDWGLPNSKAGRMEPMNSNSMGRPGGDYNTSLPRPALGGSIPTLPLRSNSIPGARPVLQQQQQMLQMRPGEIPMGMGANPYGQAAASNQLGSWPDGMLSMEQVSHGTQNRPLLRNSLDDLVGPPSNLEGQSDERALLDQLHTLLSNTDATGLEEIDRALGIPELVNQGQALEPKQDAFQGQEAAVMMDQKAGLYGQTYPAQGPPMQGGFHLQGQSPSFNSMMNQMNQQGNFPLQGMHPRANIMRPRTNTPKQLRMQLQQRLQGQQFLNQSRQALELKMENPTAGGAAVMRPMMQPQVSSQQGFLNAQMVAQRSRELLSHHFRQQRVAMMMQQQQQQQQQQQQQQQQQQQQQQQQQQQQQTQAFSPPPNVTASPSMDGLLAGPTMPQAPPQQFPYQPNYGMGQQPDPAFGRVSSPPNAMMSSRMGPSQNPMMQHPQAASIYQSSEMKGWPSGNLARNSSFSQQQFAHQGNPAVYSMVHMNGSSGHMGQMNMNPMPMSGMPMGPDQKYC
TWEAK Fn14 block: inhibitors of TWEAK-Fn14 interaction signaling. TWEAK-stimulated Fn14 reporter cells, luciferase luminescence, 8 h. inhibition, % at 10 µM. hit rate 2% among 360,000. AID 1159606; in the data active = inhibition above about 50%
LMP1 NFkB inh: Epstein-Barr LMP1 NF-kappaB reporter inhibition; LMP1-induced NF-kappaB luciferase reporter cells, luminescence; inhibition, % at 12.5 µM; hit rate 0.69% among 350,000; AID 504558; in the data active = inhibition above about 41%;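 note: 0% = neutral control wells and 100% = reference inhibitor control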
NR5A2 inv ag: inverse agonists of human LRH-1 (NR5A2). AID 602396. hit rate 0.13% among 360,000. O00482. inhibition, % at 3.6 µM. HEK293T StAR-luciferase reporter, LRH-1 transfected, 24 h;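 active = inhibition above the mean inhibition of all tested compounds plus 3 SD, cut at about 73% in these data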;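 note: 0% = DMSO wells and 100% = reporter-only cells lacking LRH-1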
NCOA2 inhibitor: human SRC2 (NCOA2) inhibition; HEK293 GAL4-SRC2 luciferase reporter, luminescence; inhibition, % at 9 µM; Q15596; hit rate 0.17% among 370,000;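 active = inhibition above the mean inhibition of all tested compounds plus 3 SD, set per campaign, cut at about 52% in these data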;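 note: 0% = DMSO treated cells and 100% = cells given Gossypol at 36 µM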
TROY NFkB inh: inhibitors of TROY-dependent NF-kB signaling; Q293 LMP1-TROYcd NF-kB luciferase reporter, 4 h; inhibition, % at 10 µM; hit rate 0.98% among 360,000; AID 1347056;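 active = compounds whose plate-normalised and pattern-corrected inhibition of the luciferase reporter signal at the single screening dose is 50% or more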
KKLEB tox: CF airway cell cytotoxicity counter-screen; KKLEB CF airway cells viability, ATPlite luminescence, overnight; active compounds read low; cells stimulated with P. aeruginosa culture filtrate; AID 602141; activity change (cytotoxicity), % at 5 µM; hit rate 0.36% among 360,000;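 active = corrected activity change at or below -50% at 5 µM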
* marks the source's active call; other numbers are inactive results; x = not tested or not shown.

SMILES	CF NFkB block	SRC1 inh	C8 TRAIL sens	COUP-TFII inh	SRC3 inh	TWEAK Fn14 block	LMP1 NFkB inh	NR5A2 inv ag	NCOA2 inhibitor	TROY NFkB inh	KKLEB tox
COc1ccccc1C(=O)NC(=O)COC(=O)c1nc(Cl)ccc1Cl	-27.4	-0.5	21.7	5.9	20.5	-5.8	0.7	11.2	-25.3	-22.7	-7.7
Cc1cc(C)n(S(=O)(=O)c2ccc(C)c(C)c2C)n1	-3.4	-5.3	-9.8	-12.4	2.0	-5.0	2.4	6.3	5.8	5.8	-7.2
COc1ccc(NC(c2ccccc2)c2ccncc2)cc1 (stereo not drawn)	-16.1	5.8	-1.1	1.7	6.1	-6.1	-8.9	-1.6	-17.1	-16.7	9.6
Cc1onc(C(=O)NC2CCCCC2)c1[N+](=O)[O-]	-4.1	8.9	4.6	x	-19.8	-13.9	1.3	-12.5	x	19.3	17.1
CCc1ccc(/C=N/NC(=O)c2cc(C3CC3)nc3ccc(Br)cc23)s1	14.2	-6.7	-8.1	-3.0	9.5	23.7	24.4	6.0	-19.3	28.4	-6.3
CCOC(=O)c1c(C)[nH]c(C(=O)COC(=O)c2ccc(O)cc2O)c1C	16.6	-45.1	5.4	-21.5	-17.6	4.9	7.2	-12.0	-49.2	-5.2	-11.5
CC1(C)N(OCc2ccccc2)C(=O)C(=O)N(OCc2ccccc2)C1(C)C	10.9	-0.4	7.4	-9.6	2.0	-6.8	16.9	-0.3	-3.3	-16.8	-6.3
CCN1CCN(CCCNC(=O)C2CCN(c3nnc(-n4c(C)ccc4C)s3)CC2)CC1	9.5	-28.4	4.9	2.0	-1.9	-15.8	-25.3	0.6	-1.1	-4.7	18.1
CCC(CO)[n+]1c(C)cc(/C=C2\Sc3ccccc3N2Cc2ccccc2)cc1C (stereo not drawn)	10.3	8.4	18.8	85.1*	3.2	-3.5	-2.9	11.9	-21.5	-47.3	-6.4
Cc1cc(N2CCN(C)CC2)nc2ccc(NC(=S)NC3CC3)cc12	5.2	2.9	0.0	-4.4	-9.9	-41.7	-3.3	6.1	13.0	-6.8	-4.6
CS(=O)(=O)c1ccc2nc(NC(NC(=O)c3ccco3)(C(F)(F)F)C(F)(F)F)sc2c1	7.2	12.6	2.0	1.7	11.0	-10.0	9.5	18.6	-1.5	-9.8	2.5
COc1ccc(OC)c(Nc2cc(C)nc3ccccc23)c1	-16.9	-4.5	5.2	21.1	-5.8	23.0	1.9	13.4	2.6	0.1	-5.6
CN(CCOc1ccccc1)S(=O)(=O)c1ccccc1C#N	-7.1	-30.9	-4.8	-2.9	17.6	-13.7	-1.4	9.4	9.4	-20.7	5.3
CCCn1c(=O)c(C(=O)Nc2cccc(C)n2)c(O)c2ccccc21	-7.6	-9.2	7.1	-20.0	-9.2	-3.7	-2.6	8.3	-16.3	-7.0	10.8
CCCC(=O)Oc1ccc(N(C(=O)CCC)S(=O)(=O)c2cccs2)cc1	14.0	-5.3	-4.1	6.7	-5.6	-6.0	-3.4	0.3	-6.2	5.0	-5.8
Cc1cc(=O)oc(C)c1C(=O)Nc1c(C)n(C)n(-c2ccccc2)c1=O	-2.4	2.5	-2.3	2.9	5.1	11.5	6.9	-3.2	0.5	1.2	-4.9
CC(=O)N1C(=O)C2(NCC(C)N2)c2ccccc21 (stereo not drawn)	6.4	-6.1	-17.6	11.7	-16.9	7.5	x	-1.3	18.2	13.6	-4.3
Cc1ccc(S(=O)(=O)N2C[C@@H]3CCCC[C@@H]3[C@@H](C)[C@H]2c2cn(Cc3ccccc3)c3ccccc23)cc1	-1.0	-39.8	9.8	-16.9	0.8	61.4*	35.0	7.2	3.8	42.2	18.5
N=c1oc2ccc(Br)cc2cc1C(=O)NC1CCCCCC1	49.8	-1.5	21.6	-9.3	-4.4	12.2	-7.9	-20.8	6.3	-22.6	-9.3
CC(=O)OC(COc1ccc(F)cc1)Cn1cnc2ccccc21 (stereo not drawn)	-8.9	-11.4	3.2	-0.1	10.5	-20.8	-17.5	-16.6	-13.3	-4.8	8.1
COc1ccc2cc(CN(CCO)C(=O)c3ccc(Br)cc3)c(=O)[nH]c2c1	3.4	7.7	-20.6	2.3	8.7	-3.5	10.3	2.1	22.0	19.3	-1.7
O=C(Nc1ccc2c(c1)CCC2)c1cccc(S(=O)(=O)N2CCN(c3ccccc3)CC2)c1	-8.3	-11.6	-16.8	19.1	-6.7	3.2	4.7	4.2	-3.5	-11.2	7.8
COc1ccc(-c2noc(C3CCCN(C(=O)c4ccc(C)cc4)C3)n2)cc1 (stereo not drawn)	9.8	-8.7	4.9	-16.7	2.8	-20.7	4.1	-0.8	-2.7	3.9	-18.2
Cc1ccccc1Oc1ccc(NC(=O)C2CC=CCC2C(=O)O)cc1 (stereo not drawn)	-5.0	-10.0	5.2	-8.2	8.8	7.3	1.0	16.1	-7.6	-2.8	-1.0
Cc1cc(=O)[nH]c2sc(C(=O)N3c4ccccc4CC3C)c(N)c12 (stereo not drawn)	28.0	-2.6	-9.0	9.1	-12.8	20.2	0.8	10.3	7.4	12.3	-4.2
COc1ccc(N2CCN(C(=O)Cn3nnc(-c4cccs4)n3)CC2)cc1	-1.6	8.9	8.8	2.4	3.3	1.4	-6.7	-6.7	-14.3	-5.6	-21.6
CCN(/C=N/S(=O)(=O)c1ccc(Cl)cc1)CC	14.0	-13.0	-0.4	-9.9	-5.4	19.2	11.3	-20.1	3.5	-2.6	-10.3
CC(=O)N1C[C@H]2CON(C)[C@H]2C[C@H]1c1cccc(-c2cc(Cl)cc(Cl)c2)c1	-0.9	9.1	-1.8	-2.5	-9.0	-15.2	-4.0	16.0	-19.9	7.8	-6.2
O=C(C1CCCN(C2CC(=O)N(c3ccc(F)cc3)C2=O)C1)N1CCCC1 (stereo not drawn)	-0.6	-13.2	-16.7	10.9	-19.3	-1.7	0.0	3.0	9.3	6.4	24.0
CC(=O)Nc1cc2c(cc1[N+](=O)[O-])OCCO2	7.2	1.6	-8.8	1.3	8.2	3.3	-2.9	-1.9	25.9	0.9	-6.4
COc1ccc(Br)c(C(=O)N(C)CC(=O)Nc2ccc(N3CCOCC3)cc2)c1	5.1	-3.7	16.8	1.7	9.5	11.1	6.2	14.8	-6.3	-14.6	5.0
COC(=O)c1ccc(OCC(=O)NC2CCCCCCC2)cc1	14.5	-0.2	8.9	-12.0	-10.0	16.5	5.0	21.4	-12.9	6.3	-15.9
O=C(Cc1c(F)cccc1Cl)Nc1ccc(S(=O)(=O)N2CCOCC2)cc1	2.6	-25.4	-10.6	36.0	-6.0	-8.5	1.3	-2.6	20.4	-11.4	-1.9
COC(=O)C1=C(N)Oc2cc(C)n(CC3CCCO3)c(=O)c2C1c1ccc(Cl)c(Cl)c1 (stereo not drawn)	-2.6	0.4	4.0	14.5	2.6	-6.4	15.8	14.1	-22.1	13.8	16.7
CN(C(=O)/C=C/c1ccco1)c1ccccc1C(=O)O	1.5	-27.0	3.7	-14.8	14.7	6.2	-0.9	-14.4	-27.4	7.2	3.1
O=C(NC(=S)Nc1nc(-c2cccc([N+](=O)[O-])c2)cs1)c1cc(Cl)ccc1Cl	2.5	15.1	19.9	7.3	0.8	-6.2	0.3	5.7	10.7	32.3	-3.9
O=C(CCl)Nc1cccc(-c2cnc3ccccc3n2)c1	88.0*	10.9	93.7*	-4.6	32.8	84.8*	-31.7	16.8	19.5	19.0	-63.7*
COc1ccc(CCN2C(=O)C(Oc3ccccc3C)C2c2ccc3c(c2)OCO3)cc1 (stereo not drawn)	16.4	11.6	13.5	3.8	35.2	11.4	4.0	2.1	7.8	9.2	-3.1
COC(=O)Cc1[nH]nc2c1C(c1ccc(O)c(OC)c1)C(C#N)=C(N)O2 (stereo not drawn)	-12.6	-19.4	-25.8	3.8	11.3	10.7	-4.1	-6.5	1.4	8.0	-10.0
O=C(NCCN1CCc2ccccc2C1)Nc1ccc([N+](=O)[O-])cc1	17.1	20.8	-26.9	-3.3	11.8	-12.1	3.9	8.0	2.3	-11.4	1.0
Cc1c(C)n(C)c2ccc(C(=O)NCCc3ccco3)cc12	-15.5	-13.9	-1.5	2.9	-45.7	-24.8	-1.5	-50.1	-0.9	-2.6	-2.9
Cc1nc(Nc2cccc(F)c2)c2oc3ccccc3c2n1	-17.1	3.4	-10.6	-1.8	-29.1	18.1	-6.5	12.5	-16.6	-66.1	-1.6
COc1cc(C(=O)NC(=S)Nc2ccc(N3CCCC3)cc2)cc(OC)c1OC	-6.7	9.2	19.2	-5.5	-3.9	-20.4	7.5	0.6	-1.2	3.7	-1.1
COCCNC(=O)c1ccc2c3n(nc2c1)-c1ccccc1CO3	-31.7	-88.1	57.7*	-23.6	-79.6	-9.5	-2.7	-100.1	-56.7	-63.5	-7.1
CC(C)C(C)N(Cc1cccc(C(=O)O)c1)C(=O)c1ccc2ccccc2n1 (stereo not drawn)	18.1	-4.8	2.4	6.0	12.0	11.7	x	3.0	-12.4	-5.7	-1.1

Reformatted with values under each structure: entries from further up.
Value order: CF NFkB block	SRC1 inh	C8 TRAIL sens	COUP-TFII inh	SRC3 inh	TWEAK Fn14 block	LMP1 NFkB inh	NR5A2 inv ag	NCOA2 inhibitor	TROY NFkB inh	KKLEB tox
- O=C(CCl)Nc1cccc(-c2cnc3ccccc3n2)c1
→ 88.0*	10.9	93.7*	-4.6	32.8	84.8*	-31.7	16.8	19.5	19.0	-63.7*
- COc1ccc(CCN2C(=O)C(Oc3ccccc3C)C2c2ccc3c(c2)OCO3)cc1 (stereo not drawn)
→ 16.4	11.6	13.5	3.8	35.2	11.4	4.0	2.1	7.8	9.2	-3.1
- COC(=O)Cc1[nH]nc2c1C(c1ccc(O)c(OC)c1)C(C#N)=C(N)O2 (stereo not drawn)
→ -12.6	-19.4	-25.8	3.8	11.3	10.7	-4.1	-6.5	1.4	8.0	-10.0

Following part
SMILES	CF NFkB block	SRC1 inh	C8 TRAIL sens	COUP-TFII inh	SRC3 inh	TWEAK Fn14 block	LMP1 NFkB inh	NR5A2 inv ag	NCOA2 inhibitor	TROY NFkB inh	KKLEB tox
COc1ccc(CCCNC(=O)C2CCC(=O)N(Cc3ccc(Cl)cc3)C2)cc1 (stereo not drawn)	-16.9	-8.5	10.4	3.7	8.8	3.1	0.9	8.6	21.9	-16.1	-0.4
O=C(CNc1ccc(Oc2ccccc2)cc1)N1CCOCC1	4.3	-23.5	-13.7	-0.1	12.9	-12.5	-1.2	4.4	14.5	0.1	-10.4
Cc1ccc(NC(=O)c2cccc(S(=O)(=O)N3CCCCC3)c2)cc1	-5.2	-5.2	-2.0	7.5	8.3	32.6	-3.9	14.2	9.7	2.5	8.7
O=C(COC(=O)c1ccccn1)Nc1ccc(S(=O)(=O)N2CCOCC2)cc1	-2.0	0.9	4.3	-2.6	-16.2	2.3	-5.1	14.0	4.7	7.0	-5.4
COc1ccc(C(=O)N(C)C2CCCN(Cc3ccccc3F)C2)cc1C (stereo not drawn)	-3.2	-4.8	11.6	1.7	-9.2	12.4	-6.3	3.5	-0.8	-21.9	0.1
Cc1cccc(C)c1NC(=O)C1(N(Cc2ccco2)C(=O)CC2NC(=O)NC2=O)CCCC1 (stereo not drawn)	4.0	-1.2	-22.9	15.8	14.1	2.2	0.1	8.5	1.4	-2.3	9.8
Cc1c(NC(=O)c2cccc(NC(=O)Cc3ccc(Cl)cc3)c2)c(=O)n(-c2ccccc2)n1C	-13.2	-11.4	-3.5	-0.4	21.2	-6.4	4.2	14.4	10.4	6.1	6.0
